Compound activity (PubChem)
rCAG RNA binder: binds r(CAG) RNA repeats | inhibition, % at 3 µM | hit rate 1.3% among 370,000 | r(CAG) RNA repeat, TO-PRO-1 dye displacement fluorescence;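 active = inhibition above the plate cutoff, the mean of all test compounds on that plate plus 3 SD, cut at about 35% in these data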;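 note: 0% = DMSO alone and 100% = 100 µM mitoxantrone as full dye displacement; higher means more dye released from RNA so lower well fluorescence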
FXN GAA850 act: activators of GAA850 frataxin (FXN) promoter. HEK293 lucGAA850 FXN promoter luciferase reporter, 24 h; percent of 10 µM SAHA response. activation, % at 6 µM. hit rate 0.56% among 360,000;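 active = activation above the average of all compounds screened plus 3 SD, cutoff fixed separately per campaign, cut at about 7.5% in these data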;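 note: 0% = DMSO wells and 100% = 10 µM SAHA wells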
ADAM10 inh: inhibits human ADAM10; recombinant ADAM10, EDANS/DABCYL FRET peptide cleavage, 3 h; inhibition, % at 7 µM; hit rate 0.62% among 370,000;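 active = inhibition above a per-campaign cutoff equal to the mean of compounds falling between control-based bounds plus 3 SD, cut at about 20% in these data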;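 note: 0% = DMSO wells while the 100% control is not disclosed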
Target sequence (O14672 214-748 limits assumed): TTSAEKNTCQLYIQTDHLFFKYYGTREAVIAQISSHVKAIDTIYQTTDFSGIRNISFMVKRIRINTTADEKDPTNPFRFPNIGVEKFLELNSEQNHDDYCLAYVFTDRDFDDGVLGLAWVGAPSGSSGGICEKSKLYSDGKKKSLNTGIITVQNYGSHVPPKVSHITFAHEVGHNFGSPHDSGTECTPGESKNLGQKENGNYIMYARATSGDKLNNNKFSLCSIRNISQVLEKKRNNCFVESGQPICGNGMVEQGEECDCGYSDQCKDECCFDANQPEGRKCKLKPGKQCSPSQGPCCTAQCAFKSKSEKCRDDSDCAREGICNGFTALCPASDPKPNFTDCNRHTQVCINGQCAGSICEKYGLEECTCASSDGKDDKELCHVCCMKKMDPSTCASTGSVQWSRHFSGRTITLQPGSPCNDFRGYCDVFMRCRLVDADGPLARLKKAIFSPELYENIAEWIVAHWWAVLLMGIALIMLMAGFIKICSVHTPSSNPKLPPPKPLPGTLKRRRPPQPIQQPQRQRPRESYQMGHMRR
ARFGAP1 inhibitor: inhibits rat ARF GTPase activating protein 1; hit rate 0.26% among 360,000; AID 651572; Arfgap1-stimulated ARF1 GTP hydrolysis, GDP FP detection; inhibition, % at 16.5 µM; Q62848;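 active = inhibition above a per-plate limit, mean inhibition of low control wells plus 3 SD, cut at about 25% in these data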;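 note: 0% = DMSO wells with enzyme and 100% = wells lacking Arfgap1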
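System: truncated rat Arfgap1 GAP domain / Medium: HEPES-based buffer, pH 7.5 / Also added: N-terminally truncated human ARF1-GTP substrate / Incubation: enzyme reaction 120 min at 25 °C after 20 min preincubation / Measured by: FP of antibody-bound GDP Alexa 633 tracer, ex 620/em 688 nm / Replicates: singlicate, each compound tested once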
GC-B act: GC-B (human) receptor activation | P20594 | HEK293-GC-B cells, CNP EC30, cGMP TR-FRET; 0% at EC30 CNP, 100% saturating CNP | activation, % at 10 µM | hit rate 0.11% among 370,000;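 active = activation at 10 µM reaching about 35% in either raw or pattern-adjusted values, limit read from the data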
proKLK7 act: activates the human kallikrein-7 zymogen | AID 652039 | activation, % at 7 µM | hit rate 0.9% among 370,000 | purified proKLK7, EDANS-DABCYL substrate fluorescence; 100% is mature enzyme control, 0% vehicle;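 active = activation above the mean of all tested compounds plus 3 SD, computed per campaign excluding outliers beyond control limits, cut at about 13% in these data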
GC-A act: GC-A (human) enzyme activation; P16066; HEK293 GC-A cells, cGMP TR-FRET, EC30 ANP; 0% at EC30 ANP, 100% saturating ANP; activation, % at 10 µM; hit rate 0.14% among 370,000; AID 1671463; in the data active = activation above about 40%
ASAP1 inh: blocks human ASAP1-stimulated Arf1 GTP hydrolysis; GDP FP detection; inhibition, % at 16.5 µM; Q9ULH1; hit rate 0.19% among 360,000; in the data active = inhibition above about 25%;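 note: 0% = vehicle with enzyme and substrate and 100% = no enzyme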
HGIII-sPLA2 inh: Inhibits HGIII-sPLA2 liposome hydrolysis, primary screen; Q9NZ20; hit rate 0.56% among 370,000; QFRET BODIPY PC-A2 liposome hydrolysis, fluorescence; inhibition, % at 12.2 µM;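 active = inhibition above mean plus 3 SD of compounds lying within the high and low control bounds, cut at about 19% in these data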;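 note: 0% = median of test compound wells and 100% = no enzyme DMSO wells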
Tn6 DDE FP: inhibitors of Tn6 peptide binding to human fibrin DD(E); P02675; Fibrin DD(E) TRITC-Tn6 fluorescence polarization displacement; inhibition, % at 8.3 µM; hit rate 0.21% among 370,000; AID 720509;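 active = inhibition above a per-campaign cutoff: mean of compounds within control limits plus 3 SD, cut at about 15% in these data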;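 note: 0% = median of all compound wells on the plate and 100% = blocking peptide control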
Target sequence (P02675 whole entry, looked up): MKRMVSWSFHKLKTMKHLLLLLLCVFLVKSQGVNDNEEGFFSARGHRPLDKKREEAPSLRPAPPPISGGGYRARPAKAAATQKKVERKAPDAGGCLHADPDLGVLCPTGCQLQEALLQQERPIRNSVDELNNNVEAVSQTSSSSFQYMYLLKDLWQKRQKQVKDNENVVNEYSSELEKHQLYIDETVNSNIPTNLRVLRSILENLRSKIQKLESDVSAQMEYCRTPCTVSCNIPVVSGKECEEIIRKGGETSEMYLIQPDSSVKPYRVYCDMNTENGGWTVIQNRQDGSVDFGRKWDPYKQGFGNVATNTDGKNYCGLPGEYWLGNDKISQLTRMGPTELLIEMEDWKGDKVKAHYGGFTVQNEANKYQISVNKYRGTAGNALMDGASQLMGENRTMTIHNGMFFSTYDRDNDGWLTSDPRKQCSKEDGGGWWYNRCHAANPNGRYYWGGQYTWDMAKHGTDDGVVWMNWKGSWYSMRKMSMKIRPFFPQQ
An asterisk follows results filed as active.

Screening O=C(CCCCl)N1CCc2[nH]c3ccccc3c2C1 returned rCAG RNA binder 2.5, FXN GAA850 act 0.6, ADAM10 inh -14.3, ARFGAP1 inhibitor 6.3, GC-B act 2.2, proKLK7 act 0.9, GC-A act 1.9, ASAP1 inh 11.8, HGIII-sPLA2 inh 3.4 and Tn6 DDE FP -1.5.
`O=C(CNC(=O)c1ccc2ccccc2c1)OCC(=O)N1CCN(S(=O)(=O)c2ccc3ccccc3c2)CC1` gave rCAG RNA binder 6.2, FXN GAA850 act -1.0, ADAM10 inh 9.0, ARFGAP1 inhibitor -6.9, GC-B act 4.1, proKLK7 act 0.3, GC-A act -3.3, ASAP1 inh 18.8, HGIII-sPLA2 inh -38.3 and Tn6 DDE FP -1.0.
CN1OC[C@@H]2CN(S(=O)(=O)c3cccc4ccccc34)[C@H](c3ccc(N4CCCCC4)cc3)C[C@@H]21 was read as rCAG RNA binder 7.9, ADAM10 inh 10.7, ARFGAP1 inhibitor -6.4, GC-B act -2.2, proKLK7 act -0.4, GC-A act -0.1, ASAP1 inh 2.3, HGIII-sPLA2 inh 1.6 and Tn6 DDE FP 0.5.
For CCNc1nc(NC(C)(C)C)nc(N2CCCC2)n1 the results were rCAG RNA binder -10.8, FXN GAA850 act 2.1, ADAM10 inh 9.9, ARFGAP1 inhibitor 7.7, GC-B act -5.6, proKLK7 act 0.6, GC-A act 4.4, ASAP1 inh 4.1, HGIII-sPLA2 inh 8.2 and Tn6 DDE FP 0.1.
Screening C=C1C(=O)OC2C1CCC(C)=CCCC1(C)OC21 (stereo not given) returned rCAG RNA binder 0.5, ADAM10 inh -6.2, ARFGAP1 inhibitor -1.8, GC-B act 2.4, proKLK7 act 0.8, GC-A act 3.1, ASAP1 inh -2.4, HGIII-sPLA2 inh 8.3 and Tn6 DDE FP -8.7.
Screening O=C1c2ccccc2C(=O)N1Cc1ccco1 returned rCAG RNA binder 2.1, FXN GAA850 act 0.6, ADAM10 inh 11.5, ARFGAP1 inhibitor -7.2, GC-B act 4.1, proKLK7 act -0.1, GC-A act 2.4, ASAP1 inh 9.5, HGIII-sPLA2 inh -4.7 and Tn6 DDE FP -0.9.
`O=C(O)c1ccc(COc2ccccc2Cl)cc1` gave rCAG RNA binder 3.2, FXN GAA850 act 7.1, ADAM10 inh -8.5, ARFGAP1 inhibitor 7.9, GC-B act 1.2, proKLK7 act 0.5, GC-A act 8.8, ASAP1 inh -3.5, HGIII-sPLA2 inh 0.3 and Tn6 DDE FP -0.5.
`Cc1ccn2c(NCc3ccc4c(c3)OCO4)c(-c3ccc(O)cc3)nc2c1` gave rCAG RNA binder 0.6, FXN GAA850 act 4.1, ADAM10 inh -70.1, ARFGAP1 inhibitor -6.2, GC-B act -14.6, proKLK7 act -42.4, GC-A act -13.8, ASAP1 inh 14.3, HGIII-sPLA2 inh -2.3 and Tn6 DDE FP 1.1.
CCOC(=O)C1=CC[C@@H](c2ccc(OC)cc2)N(S(=O)(=O)c2ccc(C)cc2)[C@H]1CC was read as rCAG RNA binder 4.3, ADAM10 inh -12.6, ARFGAP1 inhibitor 2.1, GC-B act -7.1, proKLK7 act -0.7, GC-A act -3.3, ASAP1 inh 2.0, HGIII-sPLA2 inh 5.0 and Tn6 DDE FP -6.5.
`Cc1ccc2cc(CN(CCN3CCOCC3)Cc3nnnn3Cc3ccco3)c(=O)[nH]c2c1C` gave rCAG RNA binder -2.0, FXN GAA850 act -0.7, ADAM10 inh -36.4, ARFGAP1 inhibitor -0.7, GC-B act -0.1, proKLK7 act 1.3, GC-A act -0.5, ASAP1 inh -19.5, HGIII-sPLA2 inh -5.3 and Tn6 DDE FP 4.5.
COc1ccc(S(=O)(=O)N2CCOC23CCN(S(=O)(=O)c2cc(C)ccc2OC)CC3)cc1 was read as rCAG RNA binder 2.4, FXN GAA850 act -1.8, ADAM10 inh -10.9, ARFGAP1 inhibitor 8.2, GC-B act -2.2, proKLK7 act 0.6, GC-A act -0.9, ASAP1 inh -10.5, HGIII-sPLA2 inh 11.6 and Tn6 DDE FP 3.7.
COc1ccc(C(=O)Nc2ccc3c(c2)OCCO3)cc1Br was read as rCAG RNA binder 0.5, FXN GAA850 act 5.6, ADAM10 inh -0.3, ARFGAP1 inhibitor 9.6, GC-B act 1.9, proKLK7 act 1.2, GC-A act 0.9, ASAP1 inh -12.5, HGIII-sPLA2 inh -4.7 and Tn6 DDE FP -6.9.
`CC1(C)C[C@H]2C3=CCC4[C@@]5(C)CC[C@H](O)C(C)(C)C5CC[C@@]4(C)[C@]3(C)[C@@H](O)[C@@H](O)[C@@]2(CO)[C@@H](O)[C@@H]1O` (stereo not given in full) gave rCAG RNA binder -1.1, FXN GAA850 act -5.8, ADAM10 inh -8.8, ARFGAP1 inhibitor 6.9, GC-B act 16.8, proKLK7 act 0.9, GC-A act 2.8, ASAP1 inh -0.2, HGIII-sPLA2 inh -10.1 and Tn6 DDE FP -1.5.
For CCc1ccc(C(=O)CN(C#N)c2nc(C)cc(C)n2)cc1 the results were rCAG RNA binder -3.0, FXN GAA850 act 3.0, ADAM10 inh 3.7, ARFGAP1 inhibitor -5.1, GC-B act -5.1, proKLK7 act 0.5, GC-A act -7.7, ASAP1 inh -5.4, HGIII-sPLA2 inh -18.2 and Tn6 DDE FP -5.4.
`O=C(CSc1nc2cc(Cl)ccc2s1)NC(=O)NCc1ccco1` gave rCAG RNA binder 13.3, FXN GAA850 act 2.0, ADAM10 inh 6.3, ARFGAP1 inhibitor 7.2, GC-B act 3.7, proKLK7 act 0.5, GC-A act -0.8, ASAP1 inh 6.7, HGIII-sPLA2 inh -6.5 and Tn6 DDE FP -1.4.
For COc1ccc2c(=O)c(-c3ccccc3)c(C)oc2c1 the results were rCAG RNA binder -1.0, FXN GAA850 act 2.8, ADAM10 inh 3.0, ARFGAP1 inhibitor 16.4, GC-B act 4.2, proKLK7 act -0.6, GC-A act -2.8, ASAP1 inh -9.2, HGIII-sPLA2 inh -0.9 and Tn6 DDE FP -1.6.
`O=C(NCc1cccs1)c1nc2c(nnn2Cc2ccccc2Cl)c(=O)[nH]1` gave rCAG RNA binder 27.4, FXN GAA850 act -13.8, ADAM10 inh -1.0, ARFGAP1 inhibitor -8.7, GC-B act -3.9, proKLK7 act 1.0, GC-A act 3.0, ASAP1 inh -1.3, HGIII-sPLA2 inh -19.9 and Tn6 DDE FP -1.3.
Cn1c(N)c(C(=O)COC(=O)Cc2cccs2)c(=O)n(C)c1=O was read as rCAG RNA binder 5.3, FXN GAA850 act 2.3, ADAM10 inh -2.9, ARFGAP1 inhibitor 14.0, GC-B act 5.2, proKLK7 act -0.2, GC-A act 1.1, ASAP1 inh -8.2, HGIII-sPLA2 inh 4.5 and Tn6 DDE FP -1.2.
For CCOc1ccccc1N(C)C(=O)c1sc2ncn(CC(=O)N3CCCCC3C)c(=O)c2c1C (stereo not given) the results were rCAG RNA binder -5.2, FXN GAA850 act -0.1, ADAM10 inh 6.5, ARFGAP1 inhibitor 8.9, GC-B act 3.8, proKLK7 act 0.0, GC-A act 3.1, ASAP1 inh -8.2, HGIII-sPLA2 inh -3.9 and Tn6 DDE FP -3.1.
CCCCN(C)CCNC(=O)Cn1ncc2c(=O)oc3ccc(C)cc3c21 was read as rCAG RNA binder 0.0, FXN GAA850 act -2.1, ADAM10 inh -19.1, ARFGAP1 inhibitor 4.4, GC-B act -6.2, proKLK7 act -0.2, GC-A act -3.4, ASAP1 inh 1.3, HGIII-sPLA2 inh 2.8 and Tn6 DDE FP 8.8.
`COc1cccc(CN(C)C(=O)c2ccc(NS(=O)(=O)c3ccc4[nH]c(=O)[nH]c4c3)cc2)c1OC` gave rCAG RNA binder 3.8, FXN GAA850 act 1.4, ADAM10 inh -6.5, ARFGAP1 inhibitor 9.4, GC-B act 0.7, proKLK7 act 0.1, GC-A act -0.6, ASAP1 inh 2.6, HGIII-sPLA2 inh -12.2 and Tn6 DDE FP -8.4.
For CCOc1ccccc1NC(=O)C1CCCN(S(=O)(=O)c2ccccc2)C1 (stereo not given) the results were rCAG RNA binder -3.0, FXN GAA850 act 2.1, ADAM10 inh -0.1, ARFGAP1 inhibitor -1.7, GC-B act -0.1, proKLK7 act 0.8, GC-A act -0.5, ASAP1 inh 1.7, HGIII-sPLA2 inh -9.6 and Tn6 DDE FP 1.9.
For CCOc1ccccc1-c1cc(C(=O)N/N=C/c2cccnc2)c2ccccc2n1 the results were rCAG RNA binder 2.9, FXN GAA850 act -1.5, ADAM10 inh -0.3, ARFGAP1 inhibitor -1.7, GC-B act 9.3, proKLK7 act 0.7, GC-A act 0.8, ASAP1 inh -11.8, HGIII-sPLA2 inh -1.6 and Tn6 DDE FP -0.8.
Screening O=[N+]([O-])c1cccc(S(=O)(=O)Nc2ccccn2)c1 returned rCAG RNA binder -0.7, FXN GAA850 act -1.3, ADAM10 inh -11.9, ARFGAP1 inhibitor -10.3, GC-B act 1.7, proKLK7 act 0.2, GC-A act 2.1, ASAP1 inh -11.1, HGIII-sPLA2 inh 2.5 and Tn6 DDE FP 11.1.
Screening Brc1ccc(CSc2nnc(-c3ccco3)o2)cc1 returned rCAG RNA binder -4.6, FXN GAA850 act 4.6, ADAM10 inh 4.4, ARFGAP1 inhibitor 3.4, GC-B act -3.6, proKLK7 act 0.8, GC-A act -1.9, ASAP1 inh 12.4, HGIII-sPLA2 inh -3.5 and Tn6 DDE FP -2.8.
`Cc1nnc(NC(=O)c2ccc(N3CCCC3=O)cc2)s1` gave rCAG RNA binder 0.0, FXN GAA850 act 3.3, ADAM10 inh 1.0, ARFGAP1 inhibitor 9.3, GC-B act -7.3, proKLK7 act 0.0, GC-A act 2.1, ASAP1 inh -3.4, HGIII-sPLA2 inh 4.7 and Tn6 DDE FP 1.7.
`CS(=O)(=O)c1ccc(-c2nnn(CC(=O)Nc3ccc4c(c3)OCCO4)n2)cc1` gave rCAG RNA binder 1.4, FXN GAA850 act -2.2, ADAM10 inh -1.4, ARFGAP1 inhibitor 11.8, GC-B act -4.5, proKLK7 act -0.5, GC-A act 0.7, ASAP1 inh 8.9, HGIII-sPLA2 inh 4.3 and Tn6 DDE FP -0.2.
CCN(CC)S(=O)(=O)c1cccc(NC(=O)c2cccc(S(=O)(=O)N3CCCC3)c2)c1 was read as rCAG RNA binder 3.3, FXN GAA850 act -1.1, ADAM10 inh -3.3, ARFGAP1 inhibitor 2.1, GC-B act 3.1, proKLK7 act 0.2, GC-A act -2.5, ASAP1 inh -8.1, HGIII-sPLA2 inh -14.9 and Tn6 DDE FP 2.1.
For Cn1cnc([N+](=O)[O-])c1SCC(O)CN1CCCCC1 (stereo not given) the results were rCAG RNA binder -0.9, FXN GAA850 act 0.2, ADAM10 inh -4.3, ARFGAP1 inhibitor -0.2, GC-B act -8.0, proKLK7 act 0.3, GC-A act 2.7, ASAP1 inh 0.1, HGIII-sPLA2 inh -0.6 and Tn6 DDE FP 8.0.
